Bioassay records deposited in PubChem by several laboratories.
TNF death inh = TNF-alpha cell death inhibition in Jurkat FADD-/- cells; Jurkat FADD-/- TNF necroptosis rescue, ATP luminescence, 24 h; 0 = TNF only, 100 = no-TNF cells; activation (protection from cell death), % at 10 µM; 220,000 compounds, 0.068% hits; AID 463075;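 active = activation, meaning protection from cell death, of at least 50% relative to plate controls; inactive = activation below 50%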;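 also: necroptosis triggered by 40 ng/mL TNF-alpha added together with compound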
EBV gp42 block = EBV gp42 inhibition | Q1HVG2 | Fluorescence polarization binding assay, mP read-out | inhibition, % (tested at 21.74 µM) | 220,000 compounds, 0.42% hits; in the data active = inhibition above about 50%
CHOP inhibitor = inhibitors of CHOP induction in ER stress response | CHO-K1 CHOP-promoter luciferase, tunicamycin-induced, 15-18 h | inhibition, % at 10 µM | 220,000 compounds, 3.8% hits | AID 2732;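 active = compounds that reduced the stress-induced luciferase reporter signal by more than about 70% of percent inhibition, limit read from the data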;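 also: 0% = tunicamycin plus vehicle and 100% = wells without tunicamycin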
Runt-SMMHC FRET = blocks binding of human RUNX1 Runt domain to CBFb-SMMHC; Q01196+Q13951; Cerulean-Runt/Venus-CBFb-SMMHC FRET ratio 530/480, 1 h; inhibition, % at 20 µM; 220,000 compounds, 0.74% hits;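 active = mean inhibition across duplicate retests at 20 µM reaching about 50%, limit read from the data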;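 also: 0% = DMSO wells and 100% = wells with excess untagged CBFb-SMMHC; inhibitors lower the FRET ratio by blocking Runt binding to CBFb-SMMHC; some results filed as inactive read as strong as hits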
NCF1 inh = p47phox (human) inhibition; P14598; p47phox/p22phox peptide binding, fluorescence polarization, 2 h; inhibition, % at 24.7 µM; 220,000 compounds, 0.53% hits; AID 1274;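 active = inhibition above about 30%, limit read from the data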;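 also: 0% = p47phox with labelled peptide and 100% = labelled peptide alone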
PPC-1+TRAIL kill = compounds killing PPC-1 cancer cells with TRAIL present (potentiator screen, no TRAIL-free arm). PPC-1 cells + TRAIL, ATPLite viability luminescence. cell killing (% activity), % at 4 µM. 220,000 compounds, 0.41% hits;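 active = cell killing above 50% in the first pass at 4 µM, then a duplicate retest at 5 µM averaging 50% or more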;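 also: plate controls were cells with TRAIL plus DMSO for no effect and medium-only wells lacking cells for full effect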
zfTRPN1 agonist = agonists of zebrafish TRPN1 channel. HEK293 zebrafish TRPN1-YFP, Fluo-8 calcium fluorescence; 100% = response to 87 µM carbachol. activation, % at 3 µM. 220,000 compounds, 0.18% hits. AID 1424;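 active = activation above its plate's cutoff, the mean activation of test wells on that plate plus 3 SD, cut at about 19% in these data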;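 also: 0% = DMSO alone and 100% = 87 µM carbachol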
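Assay system: Zebrafish TRPN1-YFP in HEK293 cells | Incubation: Dye loading 1 h at 37 °C, then 30 min room temperature | Measured by: Kinetic Fluo-8 fluorescence, ex 470-495, em 515-575 nm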
TRPML3 ag = human mucolipin-3 channel agonism; activation, % at 3 µM; HEK293 TRPML3-YFP, Fluo-8 calcium fluorescence; 100% = the carbachol control signal; 220,000 compounds, 0.29% hits;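 active = activation above its plate's cutoff, the mean activation of the plate's test wells plus 3 SD, cut at about 12% in these data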;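 also: 0% = DMSO only wells and 100% = carbachol wells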
Target sequence (Q8TDD5 whole entry, looked up): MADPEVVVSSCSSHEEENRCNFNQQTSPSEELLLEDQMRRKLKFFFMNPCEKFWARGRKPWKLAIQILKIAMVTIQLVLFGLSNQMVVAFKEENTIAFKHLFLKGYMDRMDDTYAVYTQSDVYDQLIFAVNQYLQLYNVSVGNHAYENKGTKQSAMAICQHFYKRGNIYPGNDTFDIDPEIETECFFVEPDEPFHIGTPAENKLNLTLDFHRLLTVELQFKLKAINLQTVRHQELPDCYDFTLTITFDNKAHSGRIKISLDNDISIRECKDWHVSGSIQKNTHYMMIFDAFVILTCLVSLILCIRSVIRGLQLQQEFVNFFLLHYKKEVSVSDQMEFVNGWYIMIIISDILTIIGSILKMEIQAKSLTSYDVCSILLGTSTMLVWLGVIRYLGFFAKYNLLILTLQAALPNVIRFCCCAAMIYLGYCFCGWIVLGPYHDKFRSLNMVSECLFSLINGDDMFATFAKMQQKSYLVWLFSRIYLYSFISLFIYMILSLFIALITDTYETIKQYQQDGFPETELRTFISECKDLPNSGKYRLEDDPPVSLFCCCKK
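Material: TRPML3-YFP stable HEK293 cells | Dosing: One concentration, 3 µM nominal, 0.3% DMSO | Timing: 125 s total fluorescence read per well | Technique: Fluo-8 calcium dye fluorescence, ex 470-495, em 515-575 nm | Measure: Percent activation from peak-to-basal fluorescence ratio, scaled between DMSO and carbachol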
MDM2 E3 inh = inhibitors of human Mdm2 E3 ubiquitin ligase. signal enhancement, % at 5 µM. cell-based MDM2 ubiquitination luciferase reporter, 2 h; 0 = plate control, 100 = twice control, blank-subtracted. AID 1230. 210,000 compounds, 0.11% hits;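 active = signal enhancement of 30% or more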;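 also: luminescence tracks abundance of the self-degrading MDM2-luciferase fusion protein; higher signal means inhibition of MDM2 E3 ligase activity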
Target sequence (Q00987 whole entry, looked up, the tested form may be a part): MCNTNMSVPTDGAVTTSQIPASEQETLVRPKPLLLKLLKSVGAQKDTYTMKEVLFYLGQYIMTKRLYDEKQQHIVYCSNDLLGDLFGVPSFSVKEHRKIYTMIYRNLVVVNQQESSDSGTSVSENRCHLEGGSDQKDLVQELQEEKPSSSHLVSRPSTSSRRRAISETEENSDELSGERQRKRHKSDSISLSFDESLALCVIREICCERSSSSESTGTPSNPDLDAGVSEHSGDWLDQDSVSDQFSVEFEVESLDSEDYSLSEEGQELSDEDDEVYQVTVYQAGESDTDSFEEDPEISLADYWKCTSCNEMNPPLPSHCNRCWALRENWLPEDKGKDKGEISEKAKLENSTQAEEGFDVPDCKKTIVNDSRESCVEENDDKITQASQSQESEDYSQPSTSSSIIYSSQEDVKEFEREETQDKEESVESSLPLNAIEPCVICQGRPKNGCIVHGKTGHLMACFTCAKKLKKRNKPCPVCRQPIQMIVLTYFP
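Test system: mammalian cells stably expressing self-ubiquitinating, self-degrading MDM2 E3–luciferase fusion; Amount: 2000 cells in each well; Medium: DMEM; Schedule: 4 h settle plus 2 h compound, 37 °C; Technique: SteadyLite luciferase luminescence after 15 min room-temperature reagent incubation; Benchmarks: plate control and blank wells.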
Numbers without * were called inactive; . = not tested or not shown.

The opening 4 entries, ahead of the listing:
Every second line gives: TNF death inh | EBV gp42 block | CHOP inhibitor | Runt-SMMHC FRET | NCF1 inh | PPC-1+TRAIL kill | zfTRPN1 agonist | TRPML3 ag | MDM2 E3 inh
COc1ccccc1N(CC(=O)Nc1ccccc1C(=O)NCC(C)C)S(C)(=O)=O
    1.6 | -10 | 7 | -5 | -27 | -11 | -0.7 | -1.0 | -3
O=C(COc1ccccc1)NCc1ccc(-n2cccc2)cc1
    -0.3 | -2 | 0 | -3 | -17 | 14 | -2.6 | -1.3 | 2
COc1cc(/C=C/c2[nH]c(=O)[nH]c(=O)c2[N+](=O)[O-])ccc1OCCC(C)C
    -0.8 | -51 | -13 | -4 | -8 | 14 | 0.6 | -0.2 | 14
COc1cc(-c2nnc(SCC3(c4ccc(Br)cc4)OCCO3)o2)cc(OC)c1OC
    0.1 | -9 | 48 | -5 | -3 | -2 | -0.1 | 0.6 | -16

The list itself, from the first entry:
Every second line gives: TNF death inh | EBV gp42 block | CHOP inhibitor | Runt-SMMHC FRET | NCF1 inh | PPC-1+TRAIL kill | zfTRPN1 agonist | TRPML3 ag | MDM2 E3 inh
COc1ccccc1N(CC(=O)Nc1ccccc1C(=O)NCC(C)C)S(C)(=O)=O
    1.6 | -10 | 7 | -5 | -27 | -11 | -0.7 | -1.0 | -3
O=C(COc1ccccc1)NCc1ccc(-n2cccc2)cc1
    -0.3 | -2 | 0 | -3 | -17 | 14 | -2.6 | -1.3 | 2
COc1cc(/C=C/c2[nH]c(=O)[nH]c(=O)c2[N+](=O)[O-])ccc1OCCC(C)C
    -0.8 | -51 | -13 | -4 | -8 | 14 | 0.6 | -0.2 | 14
COc1cc(-c2nnc(SCC3(c4ccc(Br)cc4)OCCO3)o2)cc(OC)c1OC
    0.1 | -9 | 48 | -5 | -3 | -2 | -0.1 | 0.6 | -16
Cc1[nH]nc(Sc2ccccn2)c1[N+](=O)[O-]
    1.1 | -13 | -38 | 4 | -4 | 1 | 1.4 | 0.3 | 1
Cc1nnc(C)c2c(C)n(Cc3ccc4c(c3)OCO4)c(C)c12
    -0.3 | -3 | 8 | 2 | -3 | 5 | 0.3 | 0.6 | -3
O=C(NC(=S)Nc1ccc(CN2CCOCC2)cc1)c1ccc2c(c1)OCCO2
    -12 | -10 | -18 | -1 | -6 | 8 | 7.2 | 4.4 | -4
CCOC(=O)C1=C(C)C(c2ccc(OC)cc2)NC(=S)N1 (centres undefined)
    3.2 | -14 | -21 | 4 | -8 | -11 | -1.0 | 0.5 | -12
CCC1(CC)C(=O)N(C)C(=O)NC1=NCc1ccccc1
    7.2 | -8 | 39 | -2 | -5 | 10 | 0.1 | -0.1 | -10
O=[N+]([O-])c1ccc(C2CN=C(Nc3ccccc3)S2)cc1 (centres undefined)
    1.2 | 3 | 15 | 3 | -3 | -12 | 1.0 | 0.8 | -7
COCc1nc(-c2cc(Br)ccc2OC)no1
    -2.0 | -21 | 19 | 6 | -11 | 4 | -0.8 | 0.3 | -17
O=C(/C=C/c1cn(-c2ccccc2)nc1-c1cccc(Cl)c1)N1CCN(c2ccccn2)CC1
    -2.9 | -6 | 46 | -3 | -17 | -7 | -0.5 | 0.5 | -18
COc1cc(S(=O)(=O)n2cnc(C)c2)ccc1Cl
    0.4 | -8 | 4 | -6 | -12 | 5 | -0.8 | -0.6 | 8
COc1ccc([C@H]2[C@H](C(=O)OC(C)(C)C)N3N=Cc4ccccc4C3C23C(=O)c2ccccc2C3=O)cc1OC (some centres undefined)
    0.0 | 4 | 21 | 6 | -16 | 43 | 0.2 | 0.2 | -19
Cc1ccc(CCC(=O)Nc2ccccc2F)s1
    5.1 | -2 | -30 | 2 | 0 | -5 | -1.0 | 0.1 | -25
O=C(CSc1oc(-c2ccco2)nc1S(=O)(=O)c1ccc(Cl)cc1)NCC1CCCO1 (centres undefined)
    1.2 | -18 | -2 | 2 | -5 | 10 | 4.5 | 0.1 | -11
C[C@@H](O)C1NC(=O)[C@H](CCCCN)NC(=O)c2cc([N+](=O)[O-])cc(F)c2NCCCC[C@@H](C(N)=O)NC1=O (some centres undefined)
    0.1 | -5 | -11 | -1 | 20 | 8 | 2.3 | 0.0 | .
CCC(C)NC(=O)C1CCN(S(=O)(=O)c2cc([N+](=O)[O-])ccc2Cl)CC1 (centres undefined)
    2.5 | -15 | 2 | -1 | -18 | -3 | 0.4 | 0.7 | -56
CCOC(=O)C1=C(c2cccc(Oc3ccccc3)c2)NC(=S)NC1C (centres undefined)
    -14 | -4 | 38 | -3 | -6 | 10 | -1.6 | -0.5 | 3
CCOC(=O)C1=C(Nc2ccccc2)CC(C)(O)C(C(=O)OCC)C1c1ccc(Cl)cc1 (centres undefined)
    1.1 | -5 | 15 | 3 | -14 | 7 | -0.2 | 0.3 | -10

Two successive records out of the list so far, quoted:
Every second line gives: TNF death inh | EBV gp42 block | CHOP inhibitor | Runt-SMMHC FRET | NCF1 inh | PPC-1+TRAIL kill | zfTRPN1 agonist | TRPML3 ag | MDM2 E3 inh
CCOC(=O)C1=C(c2cccc(Oc3ccccc3)c2)NC(=S)NC1C (centres undefined)
    -14 | -4 | 38 | -3 | -6 | 10 | -1.6 | -0.5 | 3
CCOC(=O)C1=C(Nc2ccccc2)CC(C)(O)C(C(=O)OCC)C1c1ccc(Cl)cc1 (centres undefined)
    1.1 | -5 | 15 | 3 | -14 | 7 | -0.2 | 0.3 | -10

The results go on.
Every second line gives: TNF death inh | EBV gp42 block | CHOP inhibitor | Runt-SMMHC FRET | NCF1 inh | PPC-1+TRAIL kill | zfTRPN1 agonist | TRPML3 ag | MDM2 E3 inh
CC(=O)c1ccc(NC(=O)Nc2ccc(Cl)cc2)cc1
    2.8 | -16 | 78* | -6 | -3 | 17 | 12 | 5.6 | -9
COc1cc(CNC(=O)c2cccc(COc3ccc(Cl)cc3)c2)cc(OC)c1
    4.1 | -17 | 48 | -3 | -5 | 22 | 1.3 | 3.6 | -6
COc1ccc(N2CCN(C(=O)CCNC(=O)Cn3ccc4ccccc4c3=O)CC2)cc1
    -0.5 | 6 | 7 | -38 | -8 | 14 | 0.9 | 0.3 | -6
CN(C)CC(C)(C)CNC(=O)CC1C(=O)NCCN1Cc1ccc(-c2ccccc2)cc1 (centres undefined)
    1.1 | 6 | 1 | -3 | 12 | -6 | 0.5 | 0.8 | 4
Cc1ccc(-c2csc3nc(C)n(N)c(=O)c23)cc1
    -0.2 | 2 | 17 | -1 | -5 | 15 | 1.2 | 0.8 | -8
Cc1nc2ccccc2n1CC(=O)N/N=C/c1cccnc1
    0.7 | 4 | 26 | 4 | 2 | -7 | 1.0 | 0.6 | -12
CCOc1ccccc1NC(=S)N(Cc1cc2ccc(C)cc2[nH]c1=O)CC1CCCN1CC (centres undefined)
    1.7 | 5 | 11 | -5 | -17 | 16 | -0.7 | 0.2 | -22
O=C1c2ccccc2NC(c2ccc(O)cc2)N1Cc1ccco1 (centres undefined)
    0.2 | -18 | -7 | -1 | -14 | 19 | -0.6 | 0.8 | -22
CCn1ncc(Br)c1C(=O)NC(C)c1ccccc1 (centres undefined)
    -1.1 | -4 | 24 | -2 | -15 | -1 | 0.7 | -0.3 | -5
CN(C(=O)CCc1nnc(CCCCc2ccccc2)o1)C1CC(C)(C)NC(C)(C)C1
    2.3 | -1 | 20 | 2 | -7 | -5 | -0.4 | 0.4 | 10
CCOc1cc(C(=O)N2CCN(c3ccc(C(C)=O)cc3)CC2)cc(OCC)c1OCC
    -2.3 | -7 | -8 | -1 | -4 | 8 | -1.1 | -0.1 | -28
COc1ccc(NC(=O)C2CCN(C(=O)c3cccs3)CC2)cc1OC
    0.0 | 5 | 16 | -3 | -4 | 8 | -1.1 | -0.1 | 5
Cc1noc(C)c1S(=O)(=O)Nc1ccc(C(=O)O)cc1
    0.3 | -2 | 25 | -3 | 3 | 15 | 1.1 | 1.0 | 5
COc1ccc(S(=O)(=O)N(C)C)cc1NCC(=O)Nc1cccc(C#N)c1
    0.2 | -5 | 8 | -2 | -9 | 19 | -1.0 | -0.2 | -1
Cc1cc(NC(=O)COc2ccc3oc4ccccc4c3c2)no1
    0.8 | -18 | 24 | -3 | 1 | 1 | -0.3 | 0.2 | -11
CCC1=C(OC(=O)N(CC)CC)N2C(=O)OC(=NCCc3c[nH]c4ccccc34)[C@]2(Cc2ccccc2)[C@H]2C1=CC[C@H]1C(=O)NC(=O)[C@H]12
    -1.4 | -20 | 32 | -1 | -11 | 0 | . | . | -19
CCN(CCCNC(=O)C1c2ccccc2C(=O)N(CCOC)C1c1ccc(F)cc1)Cc1ccccc1 (centres undefined)
    1.9 | -16 | 12 | 1 | 1 | -3 | -0.4 | 0.3 | 22
Cc1cccc(N2CCN(c3nc4ccc(Cl)cc4n4cnnc34)CC2)c1C
    -2.3 | -15 | 13 | 2 | -5 | 24 | 0.7 | 0.3 | .
Cc1ccnc(NS(=O)(=O)c2ccc(NC(=O)c3c(-c4ccccc4Cl)noc3C)cc2)n1
    0.0 | 3 | 29 | 3 | -13 | 5 | 1.3 | 0.4 | 5
CCN(CC)S(=O)(=O)c1cccc(C(=O)N[C@H](C(=O)Nc2nc3ccccc3s2)C(C)C)c1
    3.6 | 0 | 35 | 0 | -3 | 26 | -0.7 | -0.5 | -13
CSC1=NCCN1C(=O)c1c(-c2c(F)cccc2Cl)noc1C
    2.0 | -13 | 9 | -2 | -17 | 7 | -0.3 | 0.4 | -10
CCCOc1ccc(N2C(=O)CC(NCCNc3ccc([N+](=O)[O-])cn3)C2=O)cc1 (centres undefined)
    1.0 | -8 | 3 | -4 | -6 | 6 | -0.2 | 0.4 | -9
CCCC(=O)Nc1nc2ccc(OC)cc2s1
    4.7 | 4 | -22 | -2 | -10 | 14 | 1.0 | 0.0 | -24
O=C(C1CCCN(CCCc2ccccc2)C1)N1CCCCC1 (centres undefined)
    -1.5 | 9 | 17 | -4 | 14 | 23 | -2.3 | 0.1 | -4
Cc1ccccc1NC(=O)c1cc(N)ccc1N1CCCCC1
    -3.8 | -1 | 0 | 5 | -6 | 4 | -1.6 | 0.4 | -7
COc1ccc(NS(=O)(=O)c2ccc(NC(=S)NC(=O)c3cccnc3)cc2)nn1
    -1.0 | -13 | 54 | -1 | -11 | 20 | -0.3 | 0.9 | -7
Cc1ccc(N2C(=O)CC(N3CCN(c4ccccn4)CC3)C2=O)cc1 (centres undefined)
    1.3 | -11 | 19 | 5 | 6 | 7 | 1.4 | 0.9 | 12
